Screens from PubChem BioAssay.
PMI inhibitors: inhibitors of human PMI, primary screen, biochemical, fluorescence intensity, coupled assay (AID 1209); Mannose-6-phosphate isomerase (Homo sapiens); hit rate 0.42% among 190,000; inhibition, % at 20 µM, or IC50 in µM where a hit was titrated; purified PMI enzyme, coupled fluorescence intensity; higher % means a stronger effect;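 note: plate controls were DMSO vehicle for no effect and wells lacking substrate for full effect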
TNAP activation fold: human TNAP enzyme activators, primary screen, biochemical, luminescent, no phosphate acceptor, uHTS (AID 1001) | purified TNAP, luminescent activation assay, no phosphate acceptor; higher activation fold means a stronger effect | activation fold at 20 µM; hits with a dose series show EC50 in µM | hit rate 0.03% among 200,000; in the data active = activation fold from about 3, or a potency from the dose series; inactive = the rest, 99 in 100 with activation fold below about 1.6; note: many of its hits are not listed in these tables
P. falciparum M1AAP: P. falciparum M1AAP inhibitors, biochemical, fluorogenic H-Leu-NHMec substrate, 1536-well (AID 1445); Aminopeptidase N (Plasmodium falciparum (isolate 3D7)); recombinant M1AAP, H-Leu-NHMec fluorogenic kinetic assay; higher % means a stronger effect; one-dose inhibition, % at 30 µM; IC50 in µM for titrated hits; hit rate 0.42% among 220,000;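 active = primary inhibition above the hit cutoff, then over 50% inhibition at one or more dose response concentrations, cut at about 23% in these data, passing the limit was not always enough; inconclusive = conflicting primary data, or primary hits not chosen for dose response; inactive = low primary inhibition, or under 50% at every dose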;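 note: plate controls were DMSO full reaction for no effect and no enzyme background for full effect; strong numbers were not always called active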
WT yeast gro inh: growth inhibition of WT strain, primary screen, mitochondrial fusion inhibitor project, WT and mutant strains, chemical genetic | mitochondrial fusion phenotypic screen | inhibition, % at 10 µM | hit rate 2.1% among 190,000 | AID 1362, 2008; in the data active = inhibition above about 58%; tested in S. cerevisiae
UTI89 phage lysis: inhibition of K1F phage lysis, E. coli UTI89, bacterial capsule biogenesis inhibitors, alamar blue (AID 488966) | inhibition, % at 100 µM; hits with a dose series show IC50 in µM | E. coli UTI89 K1F phage lysis, alamar blue, 2 h; higher % means a stronger effect | hit rate 0.02% among 340,000;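 active = phage lysis inhibition, versus mean bacterial control, above a set limit; inconclusive = no clear call, values can overlap the other calls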;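 note: capsule biogenesis inhibitors block K1F phage lysis so surviving cells raise fluorescence; higher fluorescence means more inhibition of phage lysis; actives were called in the ten point dose series up to 300 µM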
Lipid droplet: inhibitors of hepatocyte lipid droplet formation, primary screen, imaging, high-throughput imaging, BODIPY stain | AML12 mouse hepatocytes, oleate lipid droplets | inhibition, % at 6.5 µM | hit rate 0.4% among 240,000;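 active = lipid droplet intensity inhibited by at least 50%, with more than 500 cells counted; inconclusive = wells with under 300 cells, treated as cytotoxic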
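Assay system: AML12 hepatocytes (mouse) / Also added: 100 µM oleic acid challenge / Times: overnight treatment with compound plus oleate / Detection: high-content imaging of BODIPY-stained droplets and DAPI nuclei / Evaluation: % inhibition of lipid droplet signal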
Myeloid diff 2: induction of myeloid progenitor differentiation, primary screen, cell-based, flow cytometry, MLPCN library | calls only at 10 µM | AID 624256, 2012 | ER-HoxA9 myeloid progenitors, lysozyme-GFP differentiation | hit rate 1% among 360,000;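 active = normalized GFP-positive differentiation at or above the plate's own cutoff, the solvent-only control mean plus 3 SD; inconclusive = no clear call, values can overlap the other calls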;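 note: cells exposed to compound for four days before flow analysis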
PMI inhibition: human PMI inhibitors, high substrate, primary screen, biochemical, fluorescence intensity, high mannose 6-phosphate (AID 1220); Mannose-6-phosphate isomerase (Homo sapiens); one-dose inhibition, % at 20 µM; IC50 in µM for titrated hits; recombinant PMI enzyme, coupled fluorescence intensity; higher % means a stronger effect; hit rate 0.66% among 190,000
CSM14.1 death rescue: rescue of cells from ER stress-induced death, primary screen, 384-well, CSM14.1, thapsigargin, ATP luminescence (AID 1222); CSM14.1 thapsigargin-induced death rescue, ATP luminescence; higher % means a stronger effect; cellular ATP content (survival), % at 20 µM; hits with a dose series show EC50 in µM; 190,000 tested, under 10 active;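 active = EC50 below 50 µM in the dose-response confirmation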;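 note: death triggered by thapsigargin at about 15 µM added after 2 h compound pretreatment; cell ATP read after overnight thapsigargin exposure of roughly 18 to 22 hours; normalized against plate controls of thapsigargin alone and 5% DMSO vehicle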
WT yeast gro inh mutant strain: further read-out of WT yeast gro inh, marked with its call; inhibition, %; mitochondrial fusion phenotypic screen, mutant strain inhibition
Lipid droplet cells 6.5 µM: also measured in Lipid droplet; calls as there; cell count; measured here: cell count, cytotoxicity flag;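 cells counted across two imaged fields per well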
Myeloid diff 2 GFP+ MAC1+ %: also measured in Myeloid diff 2; calls as there; GFP+ MAC1+ double positive, %; measured here: differentiation confirmed by MAC1 staining
* hit, by the source's call; i = inactive; ? = inconclusive; · = no result given; [ ] = dose if it differs, or a comment. Cut-off read from the data, not from the text of the source, unless noted: active = inhibition above about 50%; inactive = the rest.

The line under a structure holds: PMI inhibitors, TNAP activation fold, P. falciparum M1AAP, WT yeast gro inh, WT yeast gro inh mutant strain, UTI89 phage lysis, Lipid droplet, Lipid droplet cells 6.5 µM, Myeloid diff 2, Myeloid diff 2 GFP+ MAC1+ %, PMI inhibition, CSM14.1 death rescue
CCc1n[nH]c(=S)n1/N=C/c1ccc(NC(C)=O)cc1
    -2%, 1, 3%, -12, 4, -0.2%, 11, 666, i, 0.3, 0%, -0.6%
COc1ccccc1-c1c(C)c(C)nc(N)c1C#N
    4%, 1.1, 2%, 5, -3, 0.4%, ·, ·, i, 0.9, 6%, -0.4%
CC1(c2ccccc2)NC(=S)N2C1NC(=S)N2c1ccccc1 (stereo unspecified)
    -10%, 1.4, -1%, -5, -27, 0.5%, 13, 828, i, 1.3, -25%, -1.5%
Cc1[nH]nc(Nc2ccccc2)c1[N+](=O)[O-]
    -6%, 0.8, 6%, -6, -10, -0.2%, ·, ·, i, 0.8, -1%, 0.9%
CCOC(=O)c1cc(NC(=O)COc2ccc([N+](=O)[O-])cc2)cc(C(=O)OCC)c1
    7%, 1.2, 5%, -1, -12, 8.5%, 2, 553, i, 0.2, -6%, -0.9%
O=C(NCCc1ccncc1)Nc1ccccc1
    -6%, 1.1, -9%, -16, 4, 0.5%, -13, 742, i, 0.6, 4%, 1.5%
CCCNCc1cc(OC)c(OCc2ccccc2)cc1Br
    -8%, 1.1, 3%, 1, 5, -0.1%, 0, 665, i, 1.0, -8%, -2.1%
Cc1nn(Cc2ccccc2Cl)c(Cl)c1/C=C/C(=O)OCC(=O)NC(N)=O
    6%, 1.1, 2%, 16, -3, 0.3%, 14, 750, i, 0.6, 0%, -0.9%
O=C(c1ccccc1)N1CC(COc2ccccc2)OC(c2cccnc2)O1 (stereo unspecified)
    3%, 1, 7%, 1, -4, 0.0%, ·, ·, i, 0.2, -1%, 4.2%
COc1cccc(N(C(=O)CNC(=O)c2ccco2)C(C(=O)NC2CCCC2)c2ccncc2)c1 (stereo unspecified)
    15%, 1, 4%, 5, 12, 0.1%, 16, 634, i, 0.0, 12%, ·
CC(=O)c1cccc(NC(=O)c2ccc(N(Cc3ccccc3)S(C)(=O)=O)cc2)c1
    -3%, 1.1, 8%, 9, -1, 1.9%, -2, 781, i, 1.3, -2%, -1.9%
CCc1nnc(SCC(=O)Nc2ccccc2)nc1CC
    2%, 1.2, -5%, -3, 1, -0.6%, ·, ·, i, 8.4, 15%, 0.8%
Cc1nc2c3ccccc3n(CCN3CCCCC3)c2s1
    -14%, 1, 0%, -2, -46, ·, -11, 751, ·, ·, -13%, 1.8%
COc1ccc(C(OCC2CO2)c2ccc(OC)cc2)cc1 (stereo unspecified)
    -5%, 1, -3%, 22, 8, ·, 5, 630, ·, ·, 4%, -0.8%
CCC(C(=O)c1ccc2ncccc2c1)c1ccccc1 (stereo unspecified)
    23%, 1.1, 9%, -14, -10, 0.2%, -32, 496, i, 0.3, 20%, 14%
CN(C)c1ccc(NC2=C(Cl)C(=O)c3ccccc3C2=O)cc1
    30%, 1, 6%, 20, 30, -0.2%, -1, 557, ?, ·, ·, -3.2%
CCn1c(SCC(N)=O)nnc1-c1ccc2[nH]c(C)c(C)c2c1
    14%, 1.2, 1%, -4, -11, 0.5%, -3, 750, i, 0.7, 8%, -1.4%
Cc1ccc(Cn2cccc2C2=NC(C)CO2)cc1 (stereo unspecified)
    6%, 1.1, 3%, -8, 0, 0.3%, -1, 774, i, 0.8, 2%, -1.0%
Cc1cccc(OCC(=O)Nc2ccccc2N2CCCCC2)c1
    20%, 1.1, 1%, 29, 0, -0.1%, -47, 720, i, 0.9, 19%, -1.8%
CC(C)C(=O)Nc1cccc(S(=O)(=O)c2cccc(NC(=O)C(C)C)c2)c1
    -6%, 1, 4%, -5, -5, 1.8%, -36, 697, i, 2.1, -8%, -0.6%
COc1ccc(CCNC(=O)c2cc(=O)[nH]c3ccc(Br)cc23)cc1OC
    3%, 1.1, 2%, -4, -5, 2.5%, -4, 698, i, 0.2, 5%, -0.7%
COc1ccc(NC(=O)Nc2ccon2)c(OC)c1
    18%, 1, 2%, 19, 11, -0.1%, -16, 575, i, 0.2, 15%, -0.2%
CC1=NOC(=O)/C1=C\c1ccc(-c2ccccc2Br)o1
    41%, 1.1, 11%, 72*, 70*, -0.5%, -12, 720, i, 0.3, 44%, -0.4%
Cc1nn(C)c(C)c1C1C(C#N)=C(N)OC2=C1C(=O)CCC2 (stereo unspecified)
    -3%, 1.1, 1%, -14, -29, 0.7%[50 µM], 1, 689, i, 1.2, -2%, -1.4%
COc1ccccc1NS(=O)(=O)c1cccc(C(=O)N/N=C/c2ccccc2OCC(=O)O)c1
    8%, 1.3, 2%, -4, 4, 0.4%, -9, 683, i, 0.9, 7%, -0.7%
CCOP(=O)(OCC)C(NC(=O)Nc1ccc(Cl)cc1)C(N)=O (stereo unspecified)
    14%, 1.1, 5%, -11, -9, 1.7%[50 µM], -1, 515, i, 0.8, 2%, -1.6%
CCOC(=O)C1=C(C)Nc2ncnn2C1c1cc(Br)ccc1F (stereo unspecified)
    7%, 1, 16%, 4, 12, -0.4%, -8, 731, i, 2.7, -1%, -2.9%
O=C(NCC1CCCN(C(=O)c2cccnc2)C1)c1ccc(-c2ccccc2)cc1 (stereo unspecified)
    6%, 1.1, ·, -16, -10, 0.2%, 3, 705, i, 0.0, -5%, -1.0%
COCCNC(=O)/C(C#N)=C/c1ccc(SC)cc1
    -9%, 1.1, 12%, 2, -1, ·, 3, 699, i, 0.0, -7%, -2.1%
O=C(Cn1cc(F)c(=O)[nH]c1=O)NCCO
    -12%, 1.1, 1%, -6, 6, 0.1%, 3, 642, i, 0.5, -2%, -1.6%
O=C(Nc1cnccn1)c1cccc(C(F)(F)F)c1
    13%, 1.1, -4%, 0, 10, 1.2%, 0, 756, i, 4.4, 7%, -1.0%
Brc1cc2c(cc1Br)OCCOCCOCCOCCO2
    5%, 1.2, 6%, -14, -1, -2.5%, 27, 732, i, 0.4, 10%, ·
Cc1cccc(N2C(=O)CN(Cc3cccs3)C2=S)c1
    10%, 1.3, -5%, 43, 23, 1.8%, 9, 721, i, 0.7, 2%, -0.9%
COc1ccc(NC(=O)C(C)Sc2nnc3c4c(nc(-c5ccc(OC)cc5)n23)CC(C)(C)OC4)cc1 (stereo unspecified)
    15%, 1, 3%, -7, -7, 2.5%[50 µM], 52*, 675*, i, 0.0, -2%, 3.5%
COc1ccccc1C(=O)Nc1sc(C(=O)N2CCCC2)c(C)c1C#N
    ·, 1.1, 6%, 1, 4, 2.5%, -18, 613, i, 0.3, ·, -0.5%
COc1ccc(OC)c(NC(=O)C2CCN(S(=O)(=O)c3c(C)noc3C)CC2)c1
    4%, 1.1, -2%, 18, 7, 1.9%, -3, 760, i, 1.1, -2%, 3.2%
O=C(c1ccco1)N1CCN(C(=O)c2nn3cccnc3c2Cl)CC1
    -1%, 1.1, -1%, 5, 13, 2.5%, ·, ·, i, 1.7, -5%, -1.8%
COCCNC(=O)CSc1nc2cc(OC)c(OC)cc2c(=O)n1Cc1ccco1
    12%, 1.1, 0%, -9, 6, 2.0%, ·, ·, i, 1.2, 12%, -0.9%
O=S(=O)(c1c(Cl)sc(Cl)c1Br)N1CCCC1
    ·, ·, 2%, ·, ·, 0.2%, -8, 715, i, 0.9, ·, ·
CCOc1ccc(/C(O)=C2/C(=O)C(=O)N(CC3CCCO3)C2c2ccco2)cc1 (stereo unspecified)
    -15%, 1.1, 6%, -14, -6, 1.5%, 2, 689, i, 0.9, 9%, -0.8%
CCOC(=O)C(Cc1ccccc1)NS(=O)(=O)c1ccc(NC(C)=O)cc1 (stereo unspecified)
    -3%, 1.1, 4%, 10, -4, 0.4%, ·, ·, i, 0.4, -4%, -0.8%
Cc1ccc(OCC(=O)O/N=C(\N)Cc2ccc(Cl)cc2)cc1
    8%, 1.2, 2%, 21, 30, -1.6%, ·, ·, i, 0.8, 9%, -1.6%
CCC(=O)N1CCc2cc(Br)cc(S(=O)(=O)NCCN3CCCCC3CC)c21 (stereo unspecified)
    4%, 1.1, 6%, -8, 4, 0.4%, -10, 699, i, 1.1, 0%, -2.8%
Cc1ccccc1N=C(NO)c1nonc1N
    0%, 1.1, -4%, -1, -5, -0.4%, 10, 792, i, 0.2, -4%, 0.6%
O=C(NC(Cc1c[nH]c2ccccc12)C(=O)O)/C(=C/c1ccco1)NC(=O)c1ccccc1 (stereo unspecified)
    -25%, 1, 10%, -4, 9, -0.5%, 0, 639, i, 0.8, 6%, -1.1%
COc1ccccc1N1CCN(C(=O)c2cc(-c3ccc4c(c3)OCO4)on2)CC1
    10%, 1.1, 3%, 9, 6, 0.5%, ·, ·, i, 6.6, 6%, -2.0%

5 entries from above in another layout.
Compound	PMI inhibitors	TNAP activation fold	P. falciparum M1AAP	WT yeast gro inh	WT yeast gro inh mutant strain	UTI89 phage lysis	Lipid droplet	Lipid droplet cells 6.5 µM	Myeloid diff 2	Myeloid diff 2 GFP+ MAC1+ %	PMI inhibition	CSM14.1 death rescue
Cc1[nH]nc(Nc2ccccc2)c1[N+](=O)[O-]	-6%	0.8	6%	-6	-10	-0.2%	·	·	i	0.8	-1%	0.9%
CCn1c(SCC(N)=O)nnc1-c1ccc2[nH]c(C)c(C)c2c1	14%	1.2	1%	-4	-11	0.5%	-3	750	i	0.7	8%	-1.4%
CCc1nnc(SCC(=O)Nc2ccccc2)nc1CC	2%	1.2	-5%	-3	1	-0.6%	·	·	i	8.4	15%	0.8%
O=C(c1ccco1)N1CCN(C(=O)c2nn3cccnc3c2Cl)CC1	-1%	1.1	-1%	5	13	2.5%	·	·	i	1.7	-5%	-1.8%
COc1ccccc1C(=O)Nc1sc(C(=O)N2CCCC2)c(C)c1C#N	·	1.1	6%	1	4	2.5%	-18	613	i	0.3	·	-0.5%
